Platelet DG rel – inhibitors of platelet dense granule secretion, primary screen, cell-based, MLPCN, human platelets; human platelet-rich plasma, SFLLRN dense granule ATP release, luminescence; inhibition, %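 (compounds screened at 7.5 µM in platelet-rich plasma)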; 300,000 tested, 0.22% active; AID 1663, 2009;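 active means mean replicate score, as percent of positive control, at or above 50; inconclusive means mean below 50 but at least one replicate at or above 50; inactive means mean and every replicate below 50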
HDAC3 inh – HDAC3 deacetylase inhibitors, primary screen, biochemical, fluorescence, cell-free homogeneous; Histone deacetylase 3 (Homo sapiens), O15379; recombinant HDAC3, fluorogenic peptide/trypsin coupled; inhibition, % at 8.3 µM; 320,000 tested, 0.15% active; in the data active means inhibition above about 26%, passing the limit was not always enough; inconclusive means no clear call, values can overlap the other calls
Target sequence (O15379 whole entry, looked up): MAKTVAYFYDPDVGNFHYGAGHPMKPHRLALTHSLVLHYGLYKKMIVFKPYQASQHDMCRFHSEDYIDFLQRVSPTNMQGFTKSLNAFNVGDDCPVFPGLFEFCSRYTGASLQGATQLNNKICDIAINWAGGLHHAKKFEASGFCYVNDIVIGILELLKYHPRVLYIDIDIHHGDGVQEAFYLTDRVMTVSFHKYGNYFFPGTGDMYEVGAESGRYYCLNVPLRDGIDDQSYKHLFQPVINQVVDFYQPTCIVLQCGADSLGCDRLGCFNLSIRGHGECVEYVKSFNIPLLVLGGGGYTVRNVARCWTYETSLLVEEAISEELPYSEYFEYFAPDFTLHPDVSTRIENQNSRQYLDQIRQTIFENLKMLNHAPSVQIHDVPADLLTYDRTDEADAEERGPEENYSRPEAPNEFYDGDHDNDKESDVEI
HIF act – HIF pathway transcriptional activators, primary screen, cell-based, U2OS HRE-luciferase, luminescence. U2OS HRE-luciferase reporter; normalized: DMSO 0%, desferrioxamine 100%. activation, % at 7.5 µM (by protocol). 300,000 tested, 0.32% active;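 active means mean activation of at least 10% of the iron chelator positive control signal, with at least half of replicates also reaching 10%; inconclusive means mean and replicate majority disagree about reaching 10%; inactive means mean and most replicates under 10%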
AI-2 QS modul – Vibrio harveyi AI-2 quorum sensing modulators, primary screen, JMH597 strain, luminescence/OD600 ratio. Vibrio harveyi JMH597 AI-2 luminescence/OD600 ratio, 9 h; active compounds read low; strain lacks LuxN and CqsS sensors; 0 = neutral-control median. activity change, % at 7.5 µM. 300,000 tested, 0.4% active. AID 2094, 2009; in the data active means activity change below about -75%, passing the limit was not always enough; inconclusive means no clear call, values can overlap the other calls;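 further: luminescence divided by OD600 gain over 9 h not by final OD600 alone; inactives centre near 13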
HSF1 inhib – HSF1 inhibitors in luciferase reporter cells, primary screen, cell-based, NIH3T3, luminescence. NIH3T3-HGL HSE-luciferase, MG132-induced, luminescence 8 h; active compounds read low. activity change, negative = inhibition, % at 7.5 µM (by protocol). 300,000 tested, 0.77% active. AID 2098, 2009;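 active means more than half of replicate wells show activity change below -50%, luminescence cut by over half; inconclusive means some wells, but at most half, below -50%; inactive means no replicate well below -50%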;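 further: luciferase reports HSF-1 transcriptional activity via heat shock element; 0% = median of DMSO wells and -100% = zero luminescence signal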
IEC-6 cytotox – cytotoxicity in IEC-6 intestinal epithelial cells, primary screen, cytotoxicity control for KLF5 inhibitor project, cell-based, luminescence; IEC-6 cytotoxicity, luminescence viability; inhibition, % at 5 µM; 290,000 tested, 0.78% active; in the data active means inhibition above about 22%;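 further: 0% = plate median of test compound wells and 100% = cytotoxic reference compound wells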
KLF5 inh – KLF5 expression inhibitors, primary screen, DLD-1 cells, luminescence. inhibition, % at 5 µM. DLD-1 KLF5 promoter-luciferase reporter. 290,000 tested, 0.23% active;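 active means inhibition above a per-plate limit of that plate's mean compound inhibition plus 3 SD, cut at about 60% in these data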;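 further: 0% = DMSO wells and 100% = LY294002 at 200 µM; higher means less KLF5 promoter-driven luciferase light; inactives centre near -14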
aSyn 5UTR inh – MLPCN primary screen, SNCA 5' untranslated region | alpha-synuclein 5'UTR reporter, inhibitor activity | inhibition, % (tested at 7.5 µM) | 300,000 tested, 0.82% active; in the data active means inhibition above about 60%; inconclusive means no clear call, values can overlap the other calls;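 further: H4 neuroglioblastoma cells stably carrying SNCA 5'UTR luciferase fusion; 0% = DMSO wells and 100% = positive control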
HSP90 inh – HSP90 inhibitors, primary screen, cell lysate, luminescence; 290,000 tested, 0.91% active; Rabbit reticulocyte lysate, luciferase refolding luminescence, 3 h; Heat shock protein HSP 90 (rabbit reticulocyte lysate; luciferase refolding); AID 1789, 2009; inhibition, % at 5.6 µM;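 active means inhibition above the screen-wide mean plus 3 SD, computed separately per campaign, cut at about 16% in these data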;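 further: 0% = DMSO wells and 100% = 60 µM geldanamycin wells; inhibitors lower the luminescence because luciferase stays unfolded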
HSF-1 act – HSF-1 activators, primary screen, NIH3T3-HGL cells, MG132 stress, luminescence, single point. AID 504408, 2011. 300,000 tested, 1.7% active. NIH3T3-HGL HSF-1 luciferase reporter, 8 h; 100% = twice DMSO control signal. activation, % at 9 µM;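 active means mean replicate activation of at least 50% with a set share of replicates each reaching 50%; inconclusive means only one of those two conditions met; inactive means mean below 50% and too few replicates reaching it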;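 further: 0% = median of the neutral control wells and 100% = twice that signal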
Numbers without * were called inactive; ? = inconclusive; · = not tested or not shown. The order is random (roughly 5% active in at least one column).

SMILES	Platelet DG rel	HDAC3 inh	HIF act	AI-2 QS modul	HSF1 inhib	IEC-6 cytotox	KLF5 inh	aSyn 5UTR inh	HSP90 inh	HSF-1 act
CC1CCN(S(=O)(=O)c2ccc(C(=O)NC3CCS(=O)(=O)C3)cc2)CC1 (centres undefined)	7	-3	1.4	-2	-2	·	·	-4	·	0
Cc1ccc(NC(=O)c2oc3ccc(S(=O)(=O)N4CCOCC4)cc3c2C)cc1C	0	-3	-0.1	11	-20	0	-5	-18	0	-36
Cc1cc(=O)oc2cc(OCC(=O)NCC3CCC(C(=O)O)CC3)ccc12 (centres undefined)	14	-7	0.0	-1	15	0	-15	-5	8	34
CCn1c(=O)n(CC(=O)NCc2ccco2)c(=O)c2ccccc21	21	-10	-0.6	4	2	2	-13	-9	0	-14
COc1cc2c(cc1OC)CN(C(=O)CSc1nc(C)cc(C)c1C#N)CC2	-3	-6	-0.2	15	-5	3	-9	1	2	7
Cc1ccc(S(=O)(=O)N(C)Cc2nc(-c3ccncc3)no2)cc1	-4	3	0.1	23	3	-5	12	7	-2	4
Cc1ccc(N2CC(C(=O)Nc3nnc(SCC(=O)NCC4CCCO4)s3)CC2=O)cc1 (centres undefined)	0	-1	0.2	8	0	-1	-24	-21	1	-5
CNC(=O)CSc1nnc(-c2cccnc2)n1CCc1ccccc1	-1	-3	0.2	23	-3	-11	-27	-12	-5	2
COc1cc(C(=O)N/C(=C\c2cn(C)c3ccccc23)C(=O)NCCN2CCOCC2)cc(OC)c1OC	-9	7	-0.3	6	-2	-4	5	18	-1	1
COC(=O)c1c(NC(NC(=O)C(C)C)C(Cl)(Cl)Cl)sc2c1CCCC2 (centres undefined)	-8	3	-0.7	16	2	-6	-8	26	4	24
Cc1cc(Cl)c(OCCCSc2nc(C)cc(=O)[nH]2)c(Br)c1	-1	-2	0.7	36	1	-5	-8	22	2	5
COc1ccc(-c2nc(Cn3c(SCc4ccccc4F)nc4ccncc43)c(C)o2)cc1	0	·	0.3	7	7	-1	-49	7	1	12
CCCCn1c(SCC(=O)N(CC)C2CCS(=O)(=O)C2)nc2cc(S(N)(=O)=O)ccc21 (centres undefined)	-4	1	0.0	4	1	-1	-5	1	1	1
COC(=O)c1ccc(N2C(=O)CC(N3CCN(c4ccccc4)CC3)C2=O)cc1 (centres undefined)	3	3	-0.2	8	·	2	-10	4	3	·
COc1ccc(CCNC(=O)CN2CCC(C(N)=O)CC2)cc1	-5	8	-0.7	15	-4	-2	-17	9	-4	-22
O=C(O)c1cccnc1Oc1ccccc1	-1	0	-2.0	24	-5	4	-19	-2	0	3
C=CCNC(=O)c1c(Cl)cnn1-c1ccc(C)cc1	6	-3	1.8	0	19	-6	-75	-95	-1	25
Cc1nc(Nc2ccc(C(=O)O)cc2)nc(Nc2ccc(C(=O)O)cc2)c1[N+](=O)[O-]	17	6	0.3	24	-1	-5	-11	-24	0	-1
Cn1nc(C(C)(C)C)c([N+](=O)[O-])c1C(=O)N1CCOCC1	-11	-3	0.1	12	-6	1	6	-14	-1	9
CCOC(=O)C1(Cc2cccc(OC)c2)CCN(CCO)CC1	-1	1	0.0	10	3	1	-3	2	-2	-2
O=S(=O)(c1ccc(NC(=S)NN=C(C2CC2)C2CC2)cc1)N1CCOCC1	3	·	-0.2	20	-8	-5	-15	1	-2	7
Cc1c(C)c(C)c2[nH]c(-c3ccc4c(c3)OCO4)nc2c1C	3	-6	1.3	6	-4	7	-78	-76	-1	-22
Cc1ccc2c(c1)nnn2C1CCN(C(=O)c2cccs2)CC1	4	1	0.1	3	4	2	-39	6	2	9
Cn1c(=O)c2c(nc(SCC(=O)c3ccc(F)cc3)n2C)n(C)c1=O	2	8	-27	34	-4	-4	-3	8	3	10
CCOC(=O)c1cc2c(=O)c3cc(C)ccc3oc2nc1C	4	-13	1.5	5	12	6	-78	-114	6	22
O=c1cc(O)c2c(=O)n(Cc3ccccc3)c3ccccc3c2o1	-3	-1	0.1	30	-6	-1	-14	-7	0	-13
Cc1ccc(-c2nc(N/N=C/c3cccnc3)c3ccccc3n2)cc1	64*	12	2.4	51	27	3	-119	-258	0	24
O=c1[nH]cccc1-c1nc2ccccc2n1Cc1ccc(Cl)cc1	-4	-65	-0.4	19	-3	-5	-30	2	4	6
COc1ccc(CCNc2nc(-c3ccc(NC(C)=O)cc3)cs2)cc1OC	16	-1	1.5	5	-2	0	-33	-1	1	-1
NC(=O)[C@@H]1CCCN1Cc1nc(Cc2ccccc2F)no1	4	·	0.2	-12	1	1	-20	0	-1	-9
O=C(NCC(=O)N(Cc1ccco1)C(C(=O)NC1CCCCC1)c1cccnc1)c1ccco1 (centres undefined)	·	1	0.3	6	-5	-3	-3	2	-1	-1
CCOC(=O)C1(Cc2ccccc2)CCN(CC2CC=CCC2)CC1 (centres undefined)	0	0	0.1	9	·	1	-27	2	2	·
Cn1nccc1C(=O)N1CCN(C23CC4CC(CC(C4)C2)C3)CC1	-1	-13	-1.6	18	-6	-1	-3	-18	-2	11
CCOc1ccc(-c2nc(C#N)c(N3CCOCC3)o2)cc1	3	-103	-0.5	11	2	10	-15	23	0	-7
Cc1sc2ncn(CC(=O)Nc3ccccc3F)c(=O)c2c1-c1ccccc1	2	7	0.0	15	-2	-2	13	1	-2	-4
COc1ccc(NC(=S)NCCCCCC(=O)C[N+](=O)[O-])cc1	5	4	-0.3	19	-1	1	-32	-82	-1	8
O=C(Nc1cccnc1)C(Cc1ccccc1)n1cccc1 (centres undefined)	-1	4	-0.2	21	2	-2	-35	-32	0	2
COc1ccc(CNC(=O)CNC(=O)[C@@H]2Cc3ccccc3CN2)cc1	0	-1	-0.2	11	2	1	-10	-16	-5	-7
Cc1ccc(-c2csc(Nc3ccccc3)[n+]2CCc2ccccc2)cc1	0	-1	2.7	23	-38	1	-14	-32	0	-46
COc1ccc(-c2nnc(Nc3ccc(OC)c(C(=O)N4CCCCC4)c3)c3ccccc23)cc1	-16	·	0.8	25	3	3	-13	3	-1	11
CC(=O)Cc1nsc(NC(=O)c2ccccc2)n1	-16	-3	-0.3	13	0	4	-18	-49	-1	21
O=C(CCCCCn1nnc2ccccc2c1=O)N[C@H](C(=O)O)c1ccccc1	?	-9	0.2	7	4	0	7	-4	4	-3
Cc1ccc(C(=O)Nc2ccc(C(=O)N3CCCCC3C)cc2)cc1 (centres undefined)	10	-3	0.2	-44	1	1	-31	18	-5	5
Cc1cccc(C2N(c3nccs3)C(=O)C3CCCN32)c1 (centres undefined)	-3	-6	-0.8	-1	0	-1	-15	-11	2	3
C[N+]12CCCCC1[C@@H](CO)CCC2 (some centres undefined)	2	-2	0.1	18	-1	-3	-34	5	0	-8
O=C(NC1CSCC1OC(=O)c1ccccc1)c1ccccc1 (centres undefined)	-1	6	-0.4	10	-1	-1	-4	-15	7	-17
Cc1ccc(CNC(=O)c2cn(C)c(=O)c3c2c2ccccc2n3C)o1	1	3	0.0	5	1	1	-23	4	-1	-2
CC(C(=O)Nc1ccc2c(c1)OCCO2)N1CCN(C(=O)c2ccco2)CC1 (centres undefined)	-7	-5	-0.4	2	-1	-5	-13	-20	1	4
O=C(O)c1ccc(N/N=C/c2ccc3c(c2)OCO3)cc1	86*	0	-3.4	-85*	-71*	1	60	94*	82*	-76
CCc1cc2cc(C(=O)Nc3ccccc3F)sc2s1	10	5	2.8	12	36	8	-48	-134	1	57*
CC(=O)[C@@H]1[C@@H]2C(=O)N(c3ccc(F)c(Cl)c3)C(=O)[C@@H]2C2c3ccccc3C=CN21 (some centres undefined)	-10	9	0.1	17	2	10	-14	21	6	11
Cn1c2c(c(=O)n(C)c1=O)[C@@H]1c3c(ccc4ccccc34)OC[C@@H]1CO2	-1	-2	0.0	16	1	3	1	20	-1	6
NC(=O)c1ccc(NC(=O)COc2cccc3c2CCNC3=O)cc1	4	·	-1.5	9	5	·	·	1	·	9
O=c1[nH]c(=S)n(-c2ccc(Br)cc2)c2ncccc12	-10	0	0.4	8	-16	·	·	29	·	-35
CC1CCN(C(=O)C2CCN(S(=O)(=O)c3cnc[nH]3)CC2)CC1	·	-4	-0.7	18	-7	-4	-24	-12	-1	8
O=C(COC(=O)CNS(=O)(=O)c1ccccc1)NC12CC3CC(CC(C3)C1)C2	10	2	-1.0	8	-3	3	-18	-6	4	-2
COc1cccc(NC(=O)CCNC(=O)Cn2ccc3ccccc3c2=O)c1	6	3	-0.1	15	3	-7	-3	5	3	12
Cc1cccc(C)c1NC(=O)C1CCCN1C(=O)OC(C)(C)C (centres undefined)	6	-3	-0.2	20	-3	0	5	4	2	-3
COc1ccc(CN(CCCN2CCOCC2)C(=O)Nc2ccccc2)cc1OC	3	-2	·	-4	·	2	-30	·	1	·
COC(=O)c1cccc(C(=O)Oc2cccc(Br)c2)n1	3	-2	0.8	1	0	5	-28	3	2	5
Additional compounds follow:
SMILES	Platelet DG rel	HDAC3 inh	HIF act	AI-2 QS modul	HSF1 inhib	IEC-6 cytotox	KLF5 inh	aSyn 5UTR inh	HSP90 inh	HSF-1 act
O=C(CCN1C(=O)/C(=C/c2ccccc2)SC1=S)Nc1cccnc1	-21	-3	0.5	15	-2	-6	-4	-3	-3	-23
Cc1cccc(C(=O)N(NC(=O)Oc2ccccc2)C(C)(C)C)c1	4	2	0.1	-8	0	-9	-29	-3	-4	3
COc1ccc(OC)c(CCNC(=O)CN2C(=O)CCSc3ccccc32)c1	3	-1	0.9	2	-3	-11	-12	1	1	-2
COc1ccc(-n2cccc2/C=C/[N+](=O)[O-])cc1	-1	·	0.1	27	9	-2	-20	-58	2	36
O=C(Nc1ccc(Cl)cn1)c1ccc([N+](=O)[O-])o1	4	·	0.6	?	96	7	-23	-17	-4	140*
COc1ccc(-c2c3c(=O)n(C)c(=O)n(C)c3cn2-c2ccccc2)cc1	5	1	0.0	24	1	2	-8	-20	5	2
CC(NC(=O)c1sc2cc([N+](=O)[O-])ccc2c1Cl)C(C)(C)C (centres undefined)	3	15	0.2	10	5	-2	-12	1	5	-6
O=c1c2c3c(sc2ncn1/N=C/c1ccc(Br)o1)CCCC3	6	-3	0.0	4	32	-1	-3	23	0	49
CC(C)(C)c1cc(CN2CCC(O)CC2)cc(C(C)(C)C)c1O	-9	-5	-0.5	9	-4	-2	-17	14	5	-8
O=C(CCCOc1ccc(Cl)cc1Cl)Nc1ccccn1	6	1	0.4	12	-17	-8	-26	-35	-3	-28
O=C(CCCOc1ccccc1)NCC1CCCO1 (centres undefined)	4	-3	0.3	28	-1	-6	-59	0	-2	10
CCn1ccc(C(=O)Nc2sc3c(c2C(=O)OC)CCC3)n1	·	-3	·	29	·	6	6	·	2	·

Screens from PubChem BioAssay.
